LYP inhibition = LYP phosphatase inhibitors, primary screen, biochemical, DiFMUP fluorescence, recombinant catalytic domain, 10 µM (AID 606); 52,000 tested, under 10 active; inhibition, % at 10 µM; hits with a dose series show IC50 in µM; recombinant LYP catalytic domain, DiFMUP fluorescence; higher % means a stronger effect;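 active = IC50 under 40 µM in the dose-response test; inactive = IC50 of 40 µM or more, or never dose-tested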
Spn DPM-DC inh = inhibitors of Streptococcus pneumoniae diphosphomevalonate decarboxylase. purified DPM-DC, PK/LDH coupled NADH fluorescence. calls only at 10 µM. actives 0.49% (n = 65,000);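 active = the 320 compounds with the highest percent inhibition in the single-dose primary screen, excluding strongly autofluorescent ones, cut at about 32% in these data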;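 note: kinetic rate of NADH fluorescence loss reporting ADP formed by the decarboxylase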
HT1080 viability = cytotoxicity in HT1080 fibrosarcoma cells, cell-based, fluorescence readout (AID 620) | HT1080 viability, fluorescence; higher % means a stronger effect | cytotoxicity, % at 10 µM; hits with a dose series show EC50 in µM | actives 0.42% (n = 87,000);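 note: cells exposed to compound overnight then 4 h with Alamar Blue; 0% = vehicle DMSO and 100% = killing control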
Spn PMK inh = S. pneumoniae PMK inhibition; AID 539; actives 0.49% (n = 65,000); inhibition, % at 10 µM; purified PMK, PK/LDH-coupled NADH absorbance 340 nm;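 active = top-ranked compounds by inhibition in the single 10 µM screen, taking a fixed number of the strongest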;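 note: 0% = full reaction with DMSO carrier and 100% = background rate without enzyme reaction; no value below 0 was filed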
Bfl-1 inhibitors = displacement of Bid BH3 peptide from Bfl-1 – biochemical, fluorescence polarization, FITC-Bid, mouse, primary screen (AID 432) | FITC-Bid BH3 peptide fluorescence polarization displacement; higher % means a stronger effect | displacement, % at 20 µM, or IC50 in µM where a hit was titrated | actives 0.02% (n = 64,000); in the data active = a potency from the dose series; inactive = the rest, 99 in 100 with displacement below about 15%; note: strong numbers were not always called active
HPDE-C7 viability = HPDE-C7 pancreatic duct cell viability loss – fluorescence, HTS (AID 430). HPDE-C7 pancreatic duct cells viability, fluorescence; higher % means a stronger effect. cytotoxicity, % at 10 µM; hits with a dose series show EC50 in µM. actives 1.8% (n = 63,000);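 note: cells exposed to compound for 48 hours before viability readout; 0% = vehicle and 100% = reference cytotoxic drug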
MK inhibit = inhibitors of Streptococcus pneumoniae mevalonate kinase | purified MK, PK/LDH-coupled NADH absorbance 340 nm | AID 555 | inhibition, % at 10 µM | actives 0.48% (n = 65,000);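 active = ranked among the strongest by inhibition in the single 10 µM screen, a fixed top-ranked set picked for dose follow-up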; note: no value below 0 was filed
KRASV12 cytotoxicity = cytotoxicity in KRAS-transformed pancreatic duct cells, primary screen, cell-based, fluorescence, HTS (AID 431) | HPDE-C7K KRASV12 cells, Alamar Blue viability, 48 h; higher % means a stronger effect | cytotoxicity, % at 10 µM, or EC50 in µM where a hit was titrated | actives 1.7% (n = 63,000);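 active = compounds whose percent cytotoxicity in the single-dose primary screen, scaled between solvent and toxic-drug controls, exceeds 50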;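 note: 0% = DMSO solvent wells and 100% = doxorubicin-treated wells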
Alkaline phosphatase = inhibition of tissue-nonspecific alkaline phosphatase – biochemical, luminescent (AID 518) | purified TNAP enzyme, luminescent substrate readout; higher % means a stronger effect | actives 0.09% (n = 64,000) | one-dose inhibition, % at 20 µM; IC50 in µM for titrated hits; in the data active = a potency from the dose series; inactive = the rest, 99 in 100 with inhibition below about 22%;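 note: plate controls were vehicle for no effect and reference inhibitor for full effect; many of its hits are not listed in these tables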
Spn PMK inh pilot replicates = second read-out of Spn PMK inh, no call of its own (marks repeat the call); inhibition, %; measured here: pilot screen replicates
MK inhibit pilot replicates = further read-out of MK inhibit, marked with its call; inhibition, %; measured here: pilot screen replicates
Spn DPM-DC inh pilot screen % = also measured in Spn DPM-DC inh; calls as there; inhibition, %; measured here: pilot screen trials
Starred values were filed as active, the others as inactive; i = inactive; . = not tested or not shown. Cut-off read from the data, not from the text of the source, unless noted: active = cytotoxicity above about 50%; inactive = the rest. Some of the compounds tested (hit frequency here may not be typical).

SMILES | LYP inhibition | Spn DPM-DC inh | HT1080 viability | Spn PMK inh | Bfl-1 inhibitors | HPDE-C7 viability | MK inhibit | KRASV12 cytotoxicity | Alkaline phosphatase | others
OCCN(CC#CC(O)(c1ccccc1)C1CCCC1)CCO (centres undefined) | . | i | 0.4% | 5.0 | -5.2% | 2.1% | 11.0 | -2.5% | 5.5%
Cn1c(O)c(C=NCc2cccs2)c(=O)n(C)c1=O | 2.7% | i | -2.3% | 0.0 | -7.5% | 0.2% | 5.0 | -4.4% | 4.3%
O=C(COc1ccc(S(=O)(=O)N2CCCCC2)cc1)N1CCN(Cc2ccccc2)CC1 | 6.9% | i | 6.5% | 1.0 | 1.4% | -9.3% | 2.0 | -4.8% | -8.6%
O=c1[nH]c(=O)n(-c2cccc(Cl)c2)c(O)c1C=NCCCN1CCOCC1 | 8.0% | i | 24.8% | 3.0 | -5.2% | -2.0% | 3.0 | 2.1% | 10.6%
CCN(CC)c1ccc(N=Cc2c(O)n(CCC3=CCCCC3)c(=O)[nH]c2=O)cc1 | -5.7% | i | 24.0% | 2.0 | -161.0% | -5.3% | 9.0 | -10.6% | 16.8%
COc1ccc(OC)c(CC(=O)O)c1 | 4.3% | i | -7.2% | 0.0 | 0.9% | . | 9.0 | . | 12.4%
CC1(C)C(c2ccccc2)=NC(c2cccnc2)N1O (centres undefined) | 16.8% | i | 2.2% | 0.0 | -2.7% | -6.2% | 13.0 | 3.1% | 20.6% | Spn PMK inh pilot replicates=2.0;MK inhibit pilot replicates=0.0;Spn DPM-DC inh pilot screen %=3.0
COc1ccccc1N1C(=O)NC(=O)C2(Cc3cc(C)ccc3N(C)C2)C1=O (centres undefined) | . | i | -15.1% | 11.0 | 4.6% | -0.3% | 12.0 | 12.4% | 11.4%
CN(C)CC#CCOCCOCCC#N | 10.1% | i | 5.8% | 8.0 | -5.4% | -3.1% | 7.0 | 10.7% | 4.9%
CCn1c(C)c(C(=O)O)c2cc(OC)ccc21 | -1.4% | i | 4.3% | 16.0 | 2.2% | 7.3% | 14.0 | 7.9% | 5.4% | Spn PMK inh pilot replicates=2.0;MK inhibit pilot replicates=0.0;Spn DPM-DC inh pilot screen %=0.5
CCOC(=O)c1c(-c2ccc(OC)cc2)oc2ccc(OC(=O)N(C)C)cc12 | 12.4% | . | -11.9% | 11.0 | -4.9% | 7.7% | 1.0 | 14.9% | 15.4%
CN(C)CCN=Cc1c(O)n(CCC2=CCCCC2)c(=O)[nH]c1=O | . | i | -7.3% | 5.0 | -9.8% | -4.0% | 12.0 | 9.5% | 12.2%
COc1cccc(CN2CCCCC2c2cccnc2)c1 (centres undefined) | 2.8% | i | -1.7% | 0.0 | -0.7% | 6.2% | 4.0 | -4.3% | 4.3%
CC(C)[C@@]1(NC(=O)[C@@H]2C[C@@H]3c4cccc5[nH]cc(c45)C[C@H]3N(C)C2)O[C@@]2(O)[C@@H]3CCCN3C(=O)[C@H](Cc3ccccc3)N2C1=O | 13.9% | i | 2.9% | 2.0 | -0.4% | 22.0% | 7.0 | 77.9%* | 10.0% | Spn PMK inh pilot replicates=0.5;MK inhibit pilot replicates=0.0;Spn DPM-DC inh pilot screen %=1.5
O=c1[nH]c(=O)n(Cc2ccccc2)c(O)c1C=NCCCn1ccnc1 | 2.8% | i | 6.5% | 17.0 | -10.0% | -16.0% | 10.0 | -21.2% | 8.7%
CP(C)(=O)CCC(=O)O | 9.0% | i | -8.4% | 17.0 | -3.0% | -13.3% | 6.0 | -7.4% | 14.6% | Spn PMK inh pilot replicates=1.5;MK inhibit pilot replicates=0.0;Spn DPM-DC inh pilot screen %=3.0
N[C@@H](Cc1c[nH]c2ccccc12)c1nnc(SCc2ccccc2F)o1 | 6.9% | i | 1.3% | 7.0 | 1.7% | 13.8% | 5.0 | 20.0% | 10.7%
C=CCOc1ccc(CC2C(=O)N(C)C(=O)N(C)C2=O)cc1 | -6.4% | i | 6.8% | 2.0 | 1.5% | 2.6% | 7.0 | 9.9% | 2.6%

Part of the list above in order of length of the SMILES, falling.
SMILES | LYP inhibition | Spn DPM-DC inh | HT1080 viability | Spn PMK inh | Bfl-1 inhibitors | HPDE-C7 viability | MK inhibit | KRASV12 cytotoxicity | Alkaline phosphatase | others
OCCN(CC#CC(O)(c1ccccc1)C1CCCC1)CCO (centres undefined) | . | i | 0.4% | 5.0 | -5.2% | 2.1% | 11.0 | -2.5% | 5.5%
CC1(C)C(c2ccccc2)=NC(c2cccnc2)N1O (centres undefined) | 16.8% | i | 2.2% | 0.0 | -2.7% | -6.2% | 13.0 | 3.1% | 20.6% | Spn PMK inh pilot replicates=2.0;MK inhibit pilot replicates=0.0;Spn DPM-DC inh pilot screen %=3.0
CP(C)(=O)CCC(=O)O | 9.0% | i | -8.4% | 17.0 | -3.0% | -13.3% | 6.0 | -7.4% | 14.6% | Spn PMK inh pilot replicates=1.5;MK inhibit pilot replicates=0.0;Spn DPM-DC inh pilot screen %=3.0

Gathered by group: those above containing sulfur (3)
SMILES | LYP inhibition | Spn DPM-DC inh | HT1080 viability | Spn PMK inh | Bfl-1 inhibitors | HPDE-C7 viability | MK inhibit | KRASV12 cytotoxicity | Alkaline phosphatase | others
Cn1c(O)c(C=NCc2cccs2)c(=O)n(C)c1=O | 2.7% | i | -2.3% | 0.0 | -7.5% | 0.2% | 5.0 | -4.4% | 4.3%
O=C(COc1ccc(S(=O)(=O)N2CCCCC2)cc1)N1CCN(Cc2ccccc2)CC1 | 6.9% | i | 6.5% | 1.0 | 1.4% | -9.3% | 2.0 | -4.8% | -8.6%
N[C@@H](Cc1c[nH]c2ccccc12)c1nnc(SCc2ccccc2F)o1 | 6.9% | i | 1.3% | 7.0 | 1.7% | 13.8% | 5.0 | 20.0% | 10.7%
